DAGLB inh: DAGLB lipase inhibitors, primary screen, biochemical, fluorescence, HTS | Diacylglycerol lipase-beta (Homo sapiens), Q8NCG7 | HEK293T DAGLB membrane lysate, EnzChek fluorogenic substrate | inhibition, % at 5.17 µM | 340,000 compounds, 0.059% hits; in the data active = inhibition above about 34%;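 note: 0% = enzyme with vehicle and 100% = wells lacking enzyme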
Ecoli viability: E. coli V3065 growth inhibition, primary screen, counter-screen for AddAB inhibitor project, absorbance, OD600; 18 h; inhibition, % at 11.9 µM; 330,000 compounds, 0.27% hits;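 active = inhibition above the campaign's mean inhibition across all tested compounds plus 3 SD, cut at about 9.9% in these data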;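 note: uninfected addAB+ strain grown without phage in ampicillin broth; 0% = DMSO wells and 100% = ciprofloxacin 0.95 µg/ml wells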
PKA-R2B act: activators of PKA-R2B holoenzyme, primary screen, biochemical, fluorescence polarization, Cy5-IP20, human. 340,000 compounds, 0.079% hits. cAMP-dependent protein kinase catalytic subunit beta (Homo sapiens) + cAMP-dependent …. PKA-R2B holoenzyme dissociation; R2B truncated from residue 108, S112A mutant; 0% DMSO only, 100% 113 µM cGMP. activation, % at 11.4 µM;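 active = activation above a cutoff set at the mean over all compounds plus 3 SD, cut at about 18% in these data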;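 note: higher means more holoenzyme dissociation and a rise in polarization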
Target sequence (P31323 whole entry, looked up, other chains not shown, the tested form may be a part): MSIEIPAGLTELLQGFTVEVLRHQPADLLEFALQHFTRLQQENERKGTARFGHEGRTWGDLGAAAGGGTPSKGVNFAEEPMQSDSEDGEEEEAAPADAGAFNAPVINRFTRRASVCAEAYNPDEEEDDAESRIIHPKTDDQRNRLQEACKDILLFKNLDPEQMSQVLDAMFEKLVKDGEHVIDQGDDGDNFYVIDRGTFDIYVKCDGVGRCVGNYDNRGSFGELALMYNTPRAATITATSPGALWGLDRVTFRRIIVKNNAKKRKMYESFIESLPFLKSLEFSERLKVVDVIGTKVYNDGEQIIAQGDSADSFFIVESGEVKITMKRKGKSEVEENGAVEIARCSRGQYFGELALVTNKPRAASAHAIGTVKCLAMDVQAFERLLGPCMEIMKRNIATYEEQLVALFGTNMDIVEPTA
HTR5A ag ctr: HTR5A agonists in luminescence cell assay, primary screen, counter-screen for OPRM1-OPRD1 heterodimer agonist project, full-deck HTS; cell-based; activation, % at 9.3 µM; 340,000 compounds, 0.61% hits; AID 504692, 2011; in the data active = activation mostly above about 9.5%, no sharp cut-off; inactive = mostly below about 7.6%;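 note: 0% = cells with vehicle only and 100% = reference agonist; strong numbers were not always called active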
Target sequence (P47898 whole entry, looked up): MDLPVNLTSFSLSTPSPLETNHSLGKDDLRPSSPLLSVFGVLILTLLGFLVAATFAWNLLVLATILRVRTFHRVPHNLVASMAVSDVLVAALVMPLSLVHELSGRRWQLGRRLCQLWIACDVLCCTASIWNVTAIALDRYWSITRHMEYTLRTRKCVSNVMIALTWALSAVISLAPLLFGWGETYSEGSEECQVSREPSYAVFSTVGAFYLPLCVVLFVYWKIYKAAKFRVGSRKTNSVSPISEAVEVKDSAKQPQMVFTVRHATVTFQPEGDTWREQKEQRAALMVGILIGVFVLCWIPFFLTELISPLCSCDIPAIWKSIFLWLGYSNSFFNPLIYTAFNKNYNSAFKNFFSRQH
HTR5A inv ctr: HTR5A inverse agonists in luminescence cell assay, primary screen, counter-screen for OPRM1-OPRD1 heterodimer inverse agonist project, full-deck HTS; 5-hydroxytryptamine receptor 5A (Homo sapiens), P47898; HTR5A cell line, inverse agonism; inhibition, % at 9.3 µM; 340,000 compounds, 0.083% hits; in the data active = inhibition mostly above about 23%, no sharp cut-off; inactive = mostly below about 18%;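 note: 0% = cells with DMSO and 100% = no-cell wells with DMSO; some compounds called inactive have numbers as strong as hits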
Tat transport: E. coli Tat export inhibitors, primary screen, MC4100, TorA-mCherry reporter, fluorescence, single point. 340,000 compounds, 0.036% hits. inhibition, % at 10 µM. AID 488895, 2010;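 active = mean replicate inhibition at least 50% and at least half of replicates individually reaching 50%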;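 note: exported cargo escapes ClpAP degradation while cytoplasmic cargo is degraded and loses fluorescence; 0% = median of neutral control wells and 100% = median of NaSCN control wells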
AddAB inh: growth inhibition of E. coli expressing H. pylori AddAB, primary screen, AddAB inhibitor project, absorbance | inhibition, % at 11.9 µM | 330,000 compounds, 0.29% hits | AID 435030, 2010; in the data active = inhibition above about 12%;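 note: 0% = vehicle wells of infected cells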
PKA-R1A act: activators of PKA-R1A holoenzyme, primary screen, biochemical, fluorescence polarization, Cy5-IP20, bovine R1A, mouse PKAc; PKA-R1A dissociation; scaled: DMSO 0%, 113 µM cGMP 100%; activation, % at 11.4 µM; 340,000 compounds, 0.083% hits; AID 504707, 2011;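 active = percent activation above the mean of all tested compounds plus 3 SD, cut at about 19% in these data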;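 note: higher means more PKAc released from R1A so a rise in polarization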
Mot1-301 SUMO: yeast Mot1-301 growth rescue at high temperature, primary screen, SUMOylation pathway inhibitor project, S. cerevisiae, ATP luminescence, 38.5C. growth rescue, % at 18.8 µM. S. cerevisiae Mot1-301 growth rescue; percent above DMSO median, 100 means doubled. 320,000 compounds, 1% hits;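 active = every valid replicate shows activation above 250% relative to neutral control wells; inactive = the rest, any valid replicate at or below 250%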;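 note: OY570 slx delta 5 strain wells were the positive control but not used for scaling; some compounds called inactive have numbers as strong as hits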
phage Ecoli inh: growth loss of phage-infected E. coli, primary screen, RecBCD inhibitor project, absorbance, with phage, HTS. AID 651602, 2012. inhibition, % at 11.9 µM. 360,000 compounds, 0.26% hits; in the data active = inhibition above about 11%
CDK5 inh: inhibitors of human CDK5/p35 kinase, primary screen, biochemical, single concentration | Cyclin-dependent kinase 5 (Homo sapiens) + Cyclin-dependent kinase 5 activator 1 (Homo … | Recombinant CDK5/p35, ADP-Glo luminescence, 60 min | AID 488839, 2010 | 330,000 compounds, 0.01% hits | inhibition, % at 10 µM;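 active = highest replicate inhibition of at least 50% and at least 75% of replicates reaching 50%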;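 note: plate controls were DMSO neutral control for no effect and GW8510 at 10 µM for full effect; many of its hits are not listed in these tables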
Starred values were filed as active, the others as inactive; x = not tested or not shown.

mol,DAGLB inh,Ecoli viability,PKA-R2B act,HTR5A ag ctr,HTR5A inv ctr,Tat transport,AddAB inh,PKA-R1A act,Mot1-301 SUMO,phage Ecoli inh,CDK5 inh
COC(=O)c1c(NC(=O)Cn2nc(C(F)F)cc2C(F)F)sc(C)c1C,-9.7,-1.2,-1.6,-0.6,24.3,-11.1,1.4,-2.2,725.0,3.3,-0.7
Cc1cccc(C(=O)NCC(=O)NNC(=O)c2ccccc2O)c1,0.3,0.8,-2.7,0.4,12.8,-3.2,0.5,-8.2,-9.4,0.7,1.5
CSC(=NS(=O)(=O)c1ccc(C)cc1)SC,0.4,1.1,-18.8,2.5,3.3,-1.2,3.8,-11.9,-10.5,3.5,0.2
O=C1CSC(c2cccc([N+](=O)[O-])c2)N1c1ccccc1 (stereo not given),0.2,-0.1,8.7,-6.3,7.0,-3.2,2.9,-1.1,-5.2,4.7,0.6
Cn1c(SCC(=O)NC2CCCCCC2)nnc1-c1cccs1,-0.3,-0.3,-5.8,2.4,-13.7,0.5,1.1,1.3,385.8,1.1,-1.5
Nc1nc(-c2ccccc2)nn1C(=O)Cc1ccccc1,-1.0,0.7,0.3,-11.0,27.9,-4.4,2.4,-8.2,-12.3,2.0,0.1
O=C(O)c1ncc(-c2ccccc2)cn1,2.0,-3.1,3.5,4.8,12.9,3.2,1.6,0.2,5.3,-0.9,2.4
CC1CCc2cc(F)cc3c(O)c(C(=O)NCC4CCCO4)c(=O)n1c23 (stereo not given),-11.0,4.8,-14.2,1.1,12.7,-4.3,3.4,8.6,-6.1,6.1,-0.9
COC(=O)C(NC(=O)c1ccc(F)cc1)(Nc1ncc(S(=O)(=O)c2ccc([N+](=O)[O-])cc2)s1)C(F)(F)F (stereo not given),5.7,-1.9,3.8,-0.6,-6.7,-0.6,-0.7,-9.1,1.1,1.4,-0.1
COc1ccc(N2CCN(C(=S)Nc3cc(C)cc(C)c3)CC2)cc1,-2.2,0.5,11.9,-1.2,-5.5,-1.2,1.5,8.3,-3.0,0.1,1.4
CN(C)S(=O)(=O)c1cccc(NC(=O)C2Cc3ccccc3CN2C(=O)c2ccccc2)c1 (stereo not given),0.7,0.8,-3.4,-5.1,-16.0,10.1,2.9,-2.2,-8.2,2.1,-6.4
CCOC(=O)c1nc(Nc2ccccc2CC)c2ccccc2n1,-0.6,-2.3,-5.3,1.2,-4.4,1.2,-2.2,4.4,996.1*,0.8,-1.1
O=C(Nc1ccc2c(c1)CN(Cc1ccc(CO)o1)CC2)c1ccc(C(F)(F)F)cc1,-0.1,-1.4,-4.5,1.9,-7.5,-4.5,-1.5,-1.3,6.7,0.9,1.0
O=S(=O)(NC1CCCCCC1)c1cccc2cccnc12,-2.1,1.8,4.7,-0.2,3.4,3.2,1.0,-8.6,13.1,-0.5,2.5
O=C1CC(=O)Nc2cc(S(=O)(=O)NCc3cccs3)ccc2N1,4.8,-2.7,3.5,9.1,-0.2,1.7,5.0,-1.1,-7.6,1.1,2.3
CCOc1ccc(NC(=O)CCCNC(=O)Cn2cnc3sc(C)c(C)c3c2=O)cc1,0.7,-0.8,5.5,2.8,-8.3,1.4,6.0,6.1,-23.2,3.2,-1.7
O=C(CCC1CCCCC1)Nc1cccnc1,-2.0,0.4,-0.8,0.9,-10.6,0.3,-1.4,-7.4,7.1,2.4,-2.2
O=C(CNC(=O)c1ccc(OC(F)F)cc1)NCC1(N2CCOCC2)CCCCC1,-1.1,-3.2,10.9,5.0,-12.2,-3.0,1.8,-16.2,3.6,1.7,0.8
CC(=O)c1cc2cc(O)ccc2o1,-0.1,0.4,-3.8,-0.6,-14.1,0.4,2.3,-5.3,15.1,4.3,x
Cc1cc(-c2ccc(C(C)C)c(S(=O)(=O)N3CCN(c4ccccc4)CC3)c2)on1,-8.0,-0.3,-3.2,0.2,-0.7,16.9,1.2,-6.9,-0.5,0.6,-1.2

Random excerpt: 2 entries already listed, in no set order.
mol,DAGLB inh,Ecoli viability,PKA-R2B act,HTR5A ag ctr,HTR5A inv ctr,Tat transport,AddAB inh,PKA-R1A act,Mot1-301 SUMO,phage Ecoli inh,CDK5 inh
CC1CCc2cc(F)cc3c(O)c(C(=O)NCC4CCCO4)c(=O)n1c23 (stereo not given),-11.0,4.8,-14.2,1.1,12.7,-4.3,3.4,8.6,-6.1,6.1,-0.9
CCOC(=O)c1nc(Nc2ccccc2CC)c2ccccc2n1,-0.6,-2.3,-5.3,1.2,-4.4,1.2,-2.2,4.4,996.1*,0.8,-1.1

Following part.
mol,DAGLB inh,Ecoli viability,PKA-R2B act,HTR5A ag ctr,HTR5A inv ctr,Tat transport,AddAB inh,PKA-R1A act,Mot1-301 SUMO,phage Ecoli inh,CDK5 inh
CNC(=O)N(O)C1N(/N=C/c2cccnc2)C(=S)SC1(C)C (stereo not given),-1.9,2.8,-6.0,-2.4,-8.4,-4.1,-0.6,-4.5,-10.2,-0.5,0.5
O=C(Cc1c(C(=O)O)[nH]c2ccccc12)NCCN1CCN(c2cccc(Cl)c2)CC1,4.1,-0.2,-8.8,0.0,-1.1,-4.6,1.4,-1.4,13.1,1.3,0.5
O=C(CCCCC(=O)OC1CCCCC1)OC1CCCCC1,-2.1,x,-7.8,-0.6,2.4,4.3,x,3.8,x,1.2,-2.0
C/C(Cn1nnc([N+](=O)[O-])n1)=N\NC(=O)c1ccc(Cl)c(Cl)c1,-6.5,4.5,-4.5,4.1,7.7,-8.3,1.1,-4.4,7.3,2.3,1.9
O=C(O)c1cccc(N2CCCC2)c1,-1.5,3.1,-10.9,-3.4,-23.8,5.5,0.3,-15.9,-14.7,1.4,1.3
O=C(O)C1C2CC3OC(=O)C1C3C2 (stereo not given),1.3,x,4.4,-2.9,11.3,1.2,x,1.8,x,3.6,-2.0
O=C(CCNC(=O)c1ccc(Br)cc1)Nc1ccccc1N1CCCCC1,-4.0,0.9,0.8,2.4,-6.7,10.6,3.6,5.7,-1.0,4.5,-0.5
O=S(=O)(NC1c2cccc3cccc(c23)C1Sc1ncccn1)c1ccc(Cl)cc1 (stereo not given),-1.8,-0.4,-11.1,0.5,15.1,-4.0,1.7,-1.0,-22.1,2.8,-0.4
CCOc1ccc(S(=O)(=O)N(CC(=O)O)c2ccc(C)cc2)cc1,-1.3,-0.8,-6.8,2.1,-8.6,-3.5,0.3,-7.1,2.1,1.9,-3.2
CC(C)c1ccc(-c2nnn(CCC(=O)O)n2)cc1,0.8,-0.8,12.5,9.7,-23.1,-5.4,1.6,-5.2,x,x,-1.0
CC(=O)N1CCN(S(=O)(=O)c2ccc(C)cc2)C1C (stereo not given),3.5,-0.3,-6.3,3.2,-9.8,7.5,-1.1,0.3,-10.3,3.2,-1.3
Cc1ccc(-c2nn(-c3ccccc3)cc2C(=O)Nc2ccc(C)c(S(=O)(=O)N3CCOCC3)c2)cc1,-8.8,0.7,-4.3,-2.2,-14.7,2.4,4.2,0.5,-3.4,-1.1,-1.2
CC(Sc1ccc(S(=O)(=O)N2CCN(C)CC2)cn1)C(=O)NC1(C#N)CCCCC1 (stereo not given),2.7,x,0.7,5.7,14.4,-2.1,x,5.7,x,3.5,-1.2
CSc1cccc(N2CC(C(=O)Nc3cccc(S(=O)(=O)N4CCCC4)c3)CC2=O)c1 (stereo not given),0.8,0.0,1.6,4.7,-11.4,-1.8,1.5,8.3,-6.2,3.8,-1.1
CC(C)OC(=O)/C(=C\c1ccccc1)NC(=O)c1ccccc1,0.3,1.1,-3.7,-1.7,-2.5,0.0,3.7,-4.9,x,3.2,0.2
CCCCC1(O)CC(C(F)(F)F)=NN1C(=O)COc1ccccc1 (stereo not given),-1.0,-0.4,-5.3,-4.5,11.7,-5.4,2.5,-0.2,15.3,2.5,0.1
COc1ccc(-n2c(CNC(=O)c3ccc(S(=O)(=O)N4CCCC4)cc3)n[nH]c2=S)cc1,-0.6,0.4,-10.0,2.7,-7.4,-0.4,-0.7,-12.6,51.5,2.4,-1.6
CC(=O)Nc1ccc(NC(=O)C2CCCN2C(=O)NCc2ccccc2)cc1 (stereo not given),-0.6,1.3,3.4,-4.0,-22.2,-6.8,2.6,4.8,116.5,0.3,-0.6
CCCCN(C(=O)c1cccc(S(=O)(=O)N(CC)c2ccccc2)c1)c1c(N)n(CC(C)C)c(=O)[nH]c1=O,5.4,x,-4.9,-1.2,2.3,2.5,x,-12.7,x,-0.2,-0.3
CN(C)c1ccc(NC(=O)CSc2n[nH]c(-c3ccco3)n2)cc1,1.0,1.8,-21.4,1.1,-6.8,-3.6,0.7,7.5,8.3,3.8,-3.1
COc1ccc(-c2nc3c(c(SCC(=O)Nc4cccc(O)c4)n2)Cc2c(CO)cnc(C)c2O3)cc1,3.4,-1.8,-6.6,9.0,-28.0,-3.1,-1.1,-5.2,2.7,0.8,0.7
CCCN(CC(=O)Nc1ccccc1OC)C(=O)c1cc(-c2ccccc2)nn1-c1ccccc1,-9.4,-1.2,-3.8,4.6,-9.8,0.1,-0.3,4.4,225.0,1.9,-0.8
CCc1ccc(N2CCN(C(=O)N3CCOCC3)CC2)cc1,-1.8,1.3,0.6,2.1,-2.2,-3.4,3.9,1.9,-10.8,1.9,-1.7

Assay outcomes as filed in PubChem.
